Source: PubChem BioAssay (National Center for Advancing Translational Sciences (NCATS))
LmPK inh = qHTS Assay for Inhibitors of Leishmania Mexicana Pyruvate Kinase (LmPK); Q27686; purified LmPK, Kinase-Glo ATP luminescence, 1 h; Potency, µM (series often up to 57.5 µM), for the others: top-dose activity change, negative = inhibition, most hits filed as inhibitors; 290,000 compounds, 0.37% hits; note: potency is the fitted concentration of half-maximal effect; % is set by controls: 0 for no effect and ±100 for the full control effect
Target sequence (Q27686 whole entry, looked up): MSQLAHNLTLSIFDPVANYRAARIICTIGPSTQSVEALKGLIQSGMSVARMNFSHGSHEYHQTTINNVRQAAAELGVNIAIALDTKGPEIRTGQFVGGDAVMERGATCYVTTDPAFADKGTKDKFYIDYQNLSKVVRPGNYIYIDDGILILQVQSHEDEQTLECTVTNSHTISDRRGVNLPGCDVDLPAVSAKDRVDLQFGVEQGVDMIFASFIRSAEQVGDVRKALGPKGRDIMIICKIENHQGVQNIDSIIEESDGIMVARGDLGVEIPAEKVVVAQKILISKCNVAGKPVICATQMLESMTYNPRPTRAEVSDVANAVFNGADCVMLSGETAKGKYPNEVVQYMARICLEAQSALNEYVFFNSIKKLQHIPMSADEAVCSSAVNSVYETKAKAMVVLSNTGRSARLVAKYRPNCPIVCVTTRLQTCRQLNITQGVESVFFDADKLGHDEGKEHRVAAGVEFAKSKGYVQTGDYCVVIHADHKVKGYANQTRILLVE
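Kinase-Glo luminescence read after 1 h RT reaction of 0.1 nM LmPK with 0.5 mM PEP and 0.1 mM ADP. Activity scaled between uninhibited and enzyme-free controls.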
TbPYK inhibitor = qHTS of Trypanosoma Brucei Inhibitors; Potency, µM (top dose mostly 76.8 µM), for the others: at the highest dose activity, negative = inhibition, most hits filed as inhibitors; TbPYK enzyme, Kinase-Glo Plus ATP luminescence, 45 min; pyruvate kinase (Trypanosoma brucei), Q57TT1; 410,000 compounds, 0.12% hits; note: potency is the fitted concentration of half-maximal effect; % is set by controls: 0 for no effect and ±100 for the full control effect; nearly all actives have a fitted effect of over 50% in size
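ADP (130 uM final) triggers the TbPYK reaction after compound addition; incubation is 45 min at room temperature. Kinase-Glo Plus is then added and luminescence imaged. Normalized data are fitted to concentration-effect curves.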
Pf growth 48h = Primary qHTS for delayed death inhibitors of the malarial parasite plastid, 48 hour incubation | P. falciparum luciferase growth in erythrocytes, 48 h | Potency, µM (doses to about 28.7 µM), inactives show top-dose activity change, negative = inhibition, actives largely listed as inhibitors | 310,000 compounds, 5.9% hits | AID 504832, 2011; note: potency is the fitted concentration of half-maximal effect; % is set by controls: 0 for no effect and ±100 for the full control effect
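First compound was added to culture medium, then infected red cells at 0.1% parasitemia and 2% hematocrit (final). After incubation at 37 C under 5% CO2, luciferase detection reagent was dispensed and light output recorded.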
AmpC inh no detg = qHTS Inhibitors of AmpC Beta-Lactamase (assay without detergent); P00811; 330,000 compounds, 0.52% hits; Potency, µM (series often up to 57.1 µM), without a hit: top-dose activity change, negative = inhibition, actives largely listed as inhibitors; AmpC nitrocefin hydrolysis, absorbance 480 nm, 0.0001% Triton; AID 485341, 2010;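 note: potency is the fitted concentration of half-maximal effect; plate controls were no compound for no effect and no enzyme for full effect; nearly all actives have a fitted effect of over 20% in size; some results filed as inactive show a strong effect at the top dose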
Target sequence (P00811 whole entry, looked up): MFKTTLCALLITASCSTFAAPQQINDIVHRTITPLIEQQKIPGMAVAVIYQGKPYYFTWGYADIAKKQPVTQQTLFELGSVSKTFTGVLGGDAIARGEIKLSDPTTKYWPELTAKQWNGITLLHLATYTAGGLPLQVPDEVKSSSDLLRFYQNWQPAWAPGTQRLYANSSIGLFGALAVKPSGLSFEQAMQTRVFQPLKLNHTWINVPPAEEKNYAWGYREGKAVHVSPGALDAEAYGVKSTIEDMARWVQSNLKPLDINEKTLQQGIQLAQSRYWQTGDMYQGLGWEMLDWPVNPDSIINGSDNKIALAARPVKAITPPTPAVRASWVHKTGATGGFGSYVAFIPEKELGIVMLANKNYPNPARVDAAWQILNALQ
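AmpC (5.3 nM in the dispensed reagent) in 20 mM phosphate pH 7.0 with 0.01% (detergent screen) or 0.0001% Triton X-100 was preincubated with compounds for 15 min at room temperature. Nitrocefin was then added from an 800 uM solution, and hydrolysis was followed at 480 nm.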
Pf growth 96h = Primary qHTS for delayed death inhibitors of the malarial parasite plastid, 96 hour incubation; P. falciparum luciferase reporter growth, 96 h; Potency, µM (titrated, usually from 28.7 µM), for the others: at the top dose activity change, negative = inhibition, most hits filed as inhibitors; 320,000 compounds, 6.9% hits; AID 504834, 2011; note: potency is the fitted concentration of half-maximal effect; % is set by controls: 0 for no effect and ±100 for the full control effect
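Compounds incubated with erythrocytes infected by luciferase-expressing P. falciparum (2% hematocrit, 0.05% parasitemia final) for 96 hours, 37 C in 5% CO2. Growth inhibition scored as decreased luciferase luminescence.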
CHX counter = Cycloheximide Counterscreen for Small Molecule Inhibitors of Shiga Toxin; cell reporter, cycloheximide protein synthesis inhibition counterscreen; max response, %; AID 2314, 2010; 300,000 compounds, 12% hits; in the data active = max response mostly above about 13%, no sharp cut-off; inactive = mostly below about 14%; note: read at 38.3 µM for the half of the compounds with a filed dose; 0% is about no effect
Shiga inhibitor = A qHTS for Small Molecule Inhibitors of Shiga Toxin. Vero cells, Shiga toxin protein synthesis inhibition reporter. inhibition, % at 38.7 µM. 290,000 compounds, 9.2% hits; in the data active = inhibition mostly above about 28%, no sharp cut-off; inactive = mostly below about 43%; note: 0% is about no effect
* = called active by the depositor; ? = inconclusive; / = no result given; & = joins results of further samples; [ ] = another dose, or the depositor's remark. Unless noted, calls come from the whole dose curve; as a rule, active = well fitted curve in the direction sought with a large enough effect; inconclusive = small, poorly fitted or top-dose-only effect, or another doubt; inactive = no such curve, though single readings can be large; an effect the other way counts as inactive or inconclusive. This is a random part of the collection. About 22% of those tested had a hit in this group.

A first look, 7 compounds:
SMILES	LmPK inh	TbPYK inhibitor	Pf growth 48h	AmpC inh no detg	Pf growth 96h	CHX counter	Shiga inhibitor
Cc1cc(C)n(-c2cc(N3CCN(S(=O)(=O)c4ccc(Cl)cc4)CC3)ccc2[N+](=O)[O-])n1	-4.3%	-0.2%	7.38µM*	-0.2%	8.1%	2.2	-12.3
COc1ccc2c(c1)cc1n2CCN=C1NN	-15.2%	-19.5%	/	-25.6%	?	64.4*	169.6*
O=C(NCc1ccccc1)c1ccc(COCC(F)(F)F)o1	-4.4%	-3.0%	0.2%	-13.1%	64.8%[activator]	-1.3	1.8
COc1ccc2cc3cc(C(=O)NCc4cccnc4)oc3nc2c1	8.9%	3.6%	?	-1.6%	?	14.7	40.7
CCOc1ccc(S(=O)(=O)N2CCc3cc(OC)c(OC)cc3C2)cc1	3.1%	-1.2%	-26.7%	77.0%[activator]	?	-4.1	10.3
COc1ccccc1C(=O)NNC(=O)c1ccccc1Br	-6.3%	4.3%	10.0%	-12.2%	10.4µM*	13.3*	/
Cc1noc(C)c1C(=O)N1CCN(C(=O)c2sc3cc(Cl)ccc3c2Cl)CC1	1.6%	4.7%	?	313.8%[activator]	19.4%	-1.1	-12.4

Main list, from the first entry:
SMILES	LmPK inh	TbPYK inhibitor	Pf growth 48h	AmpC inh no detg	Pf growth 96h	CHX counter	Shiga inhibitor
Cc1cc(C)n(-c2cc(N3CCN(S(=O)(=O)c4ccc(Cl)cc4)CC3)ccc2[N+](=O)[O-])n1	-4.3%	-0.2%	7.38µM*	-0.2%	8.1%	2.2	-12.3
COc1ccc2c(c1)cc1n2CCN=C1NN	-15.2%	-19.5%	/	-25.6%	?	64.4*	169.6*
O=C(NCc1ccccc1)c1ccc(COCC(F)(F)F)o1	-4.4%	-3.0%	0.2%	-13.1%	64.8%[activator]	-1.3	1.8
COc1ccc2cc3cc(C(=O)NCc4cccnc4)oc3nc2c1	8.9%	3.6%	?	-1.6%	?	14.7	40.7
CCOc1ccc(S(=O)(=O)N2CCc3cc(OC)c(OC)cc3C2)cc1	3.1%	-1.2%	-26.7%	77.0%[activator]	?	-4.1	10.3
COc1ccccc1C(=O)NNC(=O)c1ccccc1Br	-6.3%	4.3%	10.0%	-12.2%	10.4µM*	13.3*	/
Cc1noc(C)c1C(=O)N1CCN(C(=O)c2sc3cc(Cl)ccc3c2Cl)CC1	1.6%	4.7%	?	313.8%[activator]	19.4%	-1.1	-12.4
O=C(Nc1ncc2c(n1)-c1ccccc1OC2)c1ccc(Cl)cc1	-2.9%	8.6%	8.8%	-18.6%	1.4%	0.8	-5.9
O=C(CSc1nc2ncc(Cl)cc2[nH]1)NCC(=O)Nc1ccc(F)c(F)c1F	3.8%	5.3%	57.5%[activator]	-18.2%	0.0%	-0.7	0.5
O=C(NNC(=O)C1CCN(Cc2cccc(F)c2)CC1)c1cccc(Cl)c1	3.3%	-2.2%	-7.5%	?	-1.8%	-1.3	1.8
Fc1cccc(COc2ccccc2CNc2ccccc2)c1	-0.7%	-8.4%	-17.9%	-28.8%	-22.9%	-2.0	17.8
Cc1ccc(-n2nc(C)c3c(C)c(CCC(=O)O)c(C)nc32)cc1C	-1.8%	3.1%	2.4%[0.00184 µM]	-19.2%	-12.8%	-3.2	-6.8
Cc1ccc(S(=O)(=O)C2CS(=O)(=O)CC2O)cc1 (stereo not given)	4.0%	2.7%	/	3.9%	?	-6.3	12.1
CCC(CC)c1nc(C(N)=O)c2[nH]c(=O)n(-c3ccc(OC)c(OC)c3)c2n1	-3.6%	3.4%	-10.5%	0.0%	-13.7%	-0.8	-3.0
Cc1ccc2nc(NC(=O)C3CCN(S(=O)(=O)c4cccs4)CC3)sc2c1	5.8%	?	?	-22.3%	0.0%	-3.8	25.8
Cn1nnnc1NCc1cccc(Cl)c1	-1.0%	1.6%	4.8%	-4.5%	0.0%	-3.5	32.9
CC(=O)c1cc(C#N)c(SCc2ccccc2C#N)nc1C	-0.4%	6.0%	?	-19.1%	1.2%	-0.8	-1.1
Cc1cc(Br)c(NC(=O)COn2nnc3ccc(S(C)(=O)=O)cc32)c(Br)c1	2.8%	-2.1%	-9.8%	-37.6%	-4.1%	9.1	16.7
Cc1cc(Br)c(NC(=O)CCl)c(Br)c1	0.6%	-4.1%	-40.3%	-4.1%	?	2.8	-2.1
Cn1nc(C(=O)NC2CCCCCC2)ccc1=O	-1.8%	7.1%	13.3%	-7.3%	-8.1%	8.5	-25.4
Cc1ccc(NC(=O)CN(C)S(=O)(=O)c2cccc3cccnc23)cc1C	-1.9%	4.2%	14.5%	-16.7%	13.1µM*	-1.3	15.2
CCn1ncc(Cl)c1C(=O)NC(=S)Nc1ccccc1Br	0.7%	0.9%	-8.9%	-33.2%	?	32.8*	20.6
O=C(CCCn1nnnc1CN1CCOCC1)N1CCN(c2ccccc2F)CC1	-12.6%	5.9%	11.9%	1.7%	20.7%	-0.9	-29.3
Cc1ccc(NC(=O)CC2S/C(=N/N=C/c3ccco3)NC2=O)cc1Cl (stereo not given)	10.1%	1.1%	-2.3%	-40.9%	-1.4%	-3.3	16.8
O=C(O)c1ccc(NCc2cccc(Br)c2)cc1	-6.5%	-4.8%	21.3%	-13.6%	17.2%	-1.6	4.8
CCOc1ccc(N(C(C)C(=O)NC(C)CC)S(C)(=O)=O)cc1 (stereo not given)	-4.3%	7.4%	-3.3%	1.2%	-20.8%	-3.0	27.9
O=c1[nH]cnc2cc(-c3ccc(Br)cc3)sc12	4.7%	2.5%	134.2%[activator]	-1.0%	239.1%[activator]	22.2	66.1*
O=C1NC2(CCCCCC2)Cc2ccccc21	0.7%	3.6%	1.5%	-42.6%	/	-4.3	-26.2
COc1ccc(/C=N/NC(=O)c2[nH]ncc2Br)c(OC)c1	?	-9.1%	21.2%	-11.2%	28.4%	38.5*	68.0*
Cc1nnc(N2C(=O)C(=O)/C(=C(/O)c3ccc4c(c3)CC(C)O4)C2c2ccccc2F)s1 (stereo not given)	2.6%	-2.9%	21.8%	-27.0%	15.3%	13.9*	17.5
Cc1ccccc1-c1nc(CS(=O)CC(=O)NCc2ccccc2)c(C)o1 (stereo not given)	-3.2%	0.1%	/	42.2%	?	-2.3	10.6
Cn1c(=NC(=O)CSCC(=O)N2CCCCC2)sc2ccccc21	-1.3%	-1.6%	3.6%	/	34.9%[activator]	2.5	20.2
COc1cc(/C=N/NC(N)=O)ccc1OC(=O)c1ccco1	-1.1%	-0.4%	-6.5%	-21.2%	10.1%	0.4	-15.4
COc1ccc(C(=O)Nc2nc(N3C(=O)c4ccccc4C3=O)n(-c3ccccc3)n2)cc1	6.1%	3.8%	/	-28.0%	2.0%	-2.3	-2.6
OCCCCCN=c1cc(-c2ccccc2)oc2ccc(Cl)cc12	2.1%	3.7%	?	-17.9%	13.1µM*	45.0*	84.7*
O=C(OCC(=O)N1CCc2ccccc21)[C@@H]1CCCN1S(=O)(=O)c1ccccc1F	/	0.3%	-16.3%	-10.5%	-10.8%	/	/
CN1CCc2c(c(N3CCCCC3)nc3n[nH]c(N)c23)C1	-8.4%	0.7%	13.2%	-16.8%	-3.3%[5.75 µM]	-2.5	1.5
COc1cc(/C=N/n2cnnc2)ccc1OCCOc1ccccc1	0.1%	-6.4%	4.5%	20.3%	-8.9%	-4.0	-3.5
O=C(CSc1nc(C(F)(F)F)cc(=O)[nH]1)Nc1cccc2ccccc12	/	-4.2%	32.3%[activator]	-16.7%	-1.1%	/	/
COc1cc(O)c(C(CCN2CCOCC2)c2ccc(N(C)C)cc2)c(OC)c1 (stereo not given)	9.8%	-1.6%	4.65µM*	50.8%	7.38µM*	-6.7&-6.9	1.9&-7.4
COc1ccc(/C=C/C(=O)OCC(=O)NCCNC(=O)COC(=O)/C=C/c2ccc(OC)cc2)cc1	-0.4%	4.3%	13.4%	35.1%	6.0%	1.3	19.6
Cc1ccc(S(=O)(=O)N2CCCOC2CNC(=O)C(=O)NC2CCCCC2)cc1 (stereo not given)	2.6%	7.0%	-8.6%	-4.0%	0.9%	2.7	3.7
CCCC(CCC)c1nc2ccncc2[nH]1	5.0%	-0.2%	-15.9%	-7.1%	2.2%	-1.4	16.3
CCC(C)[C@H](NC(=O)NC(C)C)C(=O)O (stereo not given in full)	-0.3%	-3.3%	4.3%	-5.4%	-28.5%	-4.3	-3.3
CCOC(=O)N1CCc2c(sc(NC(=O)CN(CC)CC)c2C#N)C1	-5.5%	-0.4%	7.7%	-4.3%	-8.7%	2.1	13.6
Cc1nc2c(sc3nc4c(cc32)COC(C)(C)C4)c(=O)n1CC(=O)NCc1ccco1	-4.7%	0.1%	125.3%[activator]	15.9%	?	24.2*	39.1*
COc1ccc(C(=O)N2CCN(C3CCCCC3)CC2)c(OC)c1	-3.9%	-0.3%	-1.0%	-3.6%	/	-5.0	-4.9
COc1ccccc1C(=O)Nc1c(-c2ccccc2)nc2ccccn12	-0.3%	-1.5%	16.1%	-16.8%	-25.4%	-3.5	-4.4
Cc1c(C(=O)NCc2ccc3c(c2)OCO3)sc2nc(-c3ccc(F)cc3)cn12	3.3%	-5.5%	?	-25.0%	?	-0.9	-5.7
O=C(Cn1nc(-c2ccccc2)ccc1=O)NCCN1CCN(Cc2ccccc2)CC1	7.3%	-7.4%	13.9%	125.5%[activator]	/	-4.0	-8.1
Cc1ccc(C2CC(=O)NC(SCc3ccccc3)=C2C#N)cc1 (stereo not given)	9.1%	-0.7%	?	-2.8%	?	5.1	-1.1
CC(Oc1ccc(Cl)cc1)C(=O)NCCN1C(=O)S/C(=C\c2cccnc2)C1=O (stereo not given)	2.3%	0.9%	-22.9%	18.8%	-27.5%	-1.6	-5.4
COc1ccc2oc(=O)c(C(=O)O)cc2c1	-9.7%	1.3%	-0.3%	-7.3%	?	1.5	-11.5
O=C(Nc1ccc(OC(F)(F)F)cc1)c1ccc2ccccc2n1	5.9%	1.5%	69.8%[activator]	-14.6%	60.1%[activator]	41.9*	55.5
CC(CS(=O)(=O)c1ccc2c(c1)NC(=O)CS2)C(=O)NCc1ccccc1Cl (stereo not given)	-1.0%	-1.2%	1.1%	-42.2%	72.8%[activator]	12.1	-4.0
Cc1n[nH]c(=O)nc1NCc1ccc(Cl)cc1	-1.9%	4.8%	-4.1%	-29.4%	20.6%	-2.8	-19.4
COc1cc(C)c(Cl)cc1S(=O)(=O)N1CCCC1	-0.2%	1.2%	-3.3%	16.6%	?	2.6	-6.2
